DT40 TDP1 no CPT = qHTS for Inhibitors of human tyrosyl-DNA phosphodiesterase 1 (TDP1): qHTS in cells in absence of CPT; DT40 Tdp1-/- hTDP1 cells, no CPT, ATP luminescence, 48 h; Potency, µM (titrated, usually from 46.2 µM), for inactives: top-dose activity change, negative = growth inhibition, actives largely listed as inhibitors; 15% of 420,000 active; also: nearly all actives have a fitted effect of over 55% in size
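A cellular qHTS used chicken DT40 cells lacking endogenous Tdp1 but carrying stably transfected human TDP1. Compounds were applied without camptothecin, and cell growth kinetics were judged by ATP-dependent luminescence after ≥48 hr.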
TDP1 block = blocks human tyrosyl-DNA phosphodiesterase 1; 0.28% of 350,000 active; recombinant TDP1, AlphaScreen DNA substrate cleavage; Potency, µM (top dose mostly 130 µM), inactives show at the highest dose activity change, negative = inhibition, most hits filed as inhibitors; Q9NUW8; also: nearly all actives have a fitted effect of over 40% in size
Target sequence (Q9NUW8 whole entry, looked up): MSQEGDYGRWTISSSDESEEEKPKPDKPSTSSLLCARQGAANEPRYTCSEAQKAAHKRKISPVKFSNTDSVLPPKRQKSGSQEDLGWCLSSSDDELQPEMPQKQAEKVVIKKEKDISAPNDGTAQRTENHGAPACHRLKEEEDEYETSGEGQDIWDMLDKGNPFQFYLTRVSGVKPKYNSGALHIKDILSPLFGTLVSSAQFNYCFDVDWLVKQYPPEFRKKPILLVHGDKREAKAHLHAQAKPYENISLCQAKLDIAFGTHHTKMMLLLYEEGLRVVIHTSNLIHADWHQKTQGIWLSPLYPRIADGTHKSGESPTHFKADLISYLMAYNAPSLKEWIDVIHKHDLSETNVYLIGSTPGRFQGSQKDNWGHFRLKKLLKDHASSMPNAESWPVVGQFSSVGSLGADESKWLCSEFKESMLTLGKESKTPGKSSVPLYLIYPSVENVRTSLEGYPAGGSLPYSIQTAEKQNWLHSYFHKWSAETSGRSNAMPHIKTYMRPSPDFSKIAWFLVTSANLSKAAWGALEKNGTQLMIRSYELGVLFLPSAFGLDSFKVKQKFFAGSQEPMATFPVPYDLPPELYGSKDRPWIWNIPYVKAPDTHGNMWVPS
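Recombinant E. coli-expressed Tdp1 (1 nM) preincubated with compound 15 min at RT, then 5'-biotin/3'-phosphotyrosine-FITC DNA substrate (15 nM) added for 5 min. AlphaScreen beads (10 ug/ml) added, 10 min RT; tyrosine-FITC cleavage read as signal loss.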
DT40 TDP1 CPT = DT40-hTDP1 cell growth loss with CPT | chicken DT40 Tdp1-/-;hTDP1 cells + 20 nM CPT, ATP luminescence, 48 h | Potency, µM (series often up to 46.2 µM), inactives show at the top dose activity change, negative = growth inhibition, hits mostly inhibitors | 12% of 420,000 active | AID 686979; also: nearly all actives have a fitted effect of over 55% in size
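Chicken DT40 Tdp1-/- cells stably complemented with human TDP1 were seeded at 400 cells/well in medium containing 20 nM camptothecin, exposed to pin-transferred compounds, and grown at 37 °C for at least 48 hr. Viability was read as ATP luminescence.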
* hit, by the source's call; ? = inconclusive; . = no result given; ! = repeats disagree; [ ] = another dose, or the depositor's remark. Calls follow the shape of the dose curve; as a rule, active = well fitted curve in the direction sought with a large enough effect; inconclusive = small, poorly fitted or top-dose-only effect, or another doubt; inactive = no such curve, though single readings can be large; an effect the other way counts as inactive or inconclusive. % is scaled to controls: 0 for no effect and ±100 for the full control effect; potency is read from the fitted curve at half-maximal effect. Rows are unselected. About 18% of those tested had a hit in this group.

SMILES	DT40 TDP1 no CPT	TDP1 block	DT40 TDP1 CPT
CCCN1CCn2c3c(c4cc(Br)ccc42)CCCC31 (stereo not given)	?	.	?
O=C(N/N=C/c1cccnc1)c1cccc(Cl)c1	-12.2%	.	8.1%
Cc1ccc(C(=O)N/C(=C\c2cccs2)c2nc3ccccc3[nH]2)cc1	?	2.6%	16.4µM*
COc1ccc2c(c1)CCc1c-2n[nH]c1C(=O)O	-14.0%	6.5%	-26.1%
Cc1snc(S(=O)(=O)Cc2ccccc2Cl)c1C#N	-15.5%	-2.9%	6.9%
O=c1c2cc3c(nc2ncn1Cc1ccccc1F)CCCC3	?	3.0%	18.4µM*
Cn1cccc1Cc1nnc(SCC(=O)N2CCOCC2)n1-c1ccc(F)cc1	-4.2%	3.3%	-2.1%
COc1ccc(NC(=O)c2sc3nc4n(c(=O)c3c2C)CCC4)cc1Cl	-20.2%	3.9%	-18.0%
CCOC(=O)c1sc2nc(-c3cccnc3)ccc2c1N	-22.2%	-3.6%	-2.9%
Cc1nc(-c2ccccc2)sc1C(N)=O	8.5%	6.8%	0.3%
C/C(=N/NC(=O)CNC(=O)c1cccnc1)c1ccc(Cl)c(Cl)c1	3.2%	.	-10.1%
CSc1nsc(SC)c1NC(=O)Nc1ccccc1C	-29.7%	-0.5%	?
Cn1c(CCNC(=O)C2CC23CCN(C(=O)C2=CCCC2)CC3)nc2ccccc21 (stereo not given)	-22.2%	.	9.1%[9.04 µM]
CCOC(=O)N1CCN(C(=O)C2CCCN(c3ncnc4c3sc3cccc(F)c34)C2)CC1 (stereo not given)	6.51µM*	.	-103.8%
COc1ccccc1Nc1nc2ccc(C)cc2cc1C#N	-22.7%	?	-4.2%
O=C(NCC1COc2ccccc2O1)Nc1ccccc1F (stereo not given)	1.2%	0.0%	0.8%
CC(=O)c1ccc(N2CCN(c3ccc(C(N)=O)cc3[N+](=O)[O-])CC2)cc1	?	3.6%	?
CC(C)NC(=O)c1ccccc1S(=O)(=O)c1ccccc1C#N	0.7%	5.1%	14.2%
Cc1ccc(NC(=O)Cn2cc3c(n2)CCC(C)C3)cc1 (stereo not given)	-7.1%	3.3%	6.9%
COc1ccc(/C=C2\C=Cc3ccccc32)cc1	-28.4%	.	3.9%
CC(C)(C)C(=O)C(CO)(Oc1ccc(Cl)cc1)n1cncn1 (stereo not given)	-29.5%	2.1%	?
O=C(O)CCC(=O)Nc1ccccc1C(=O)NCc1ccccc1	-2.1%	0.0%	-0.2%
COc1cc(C2NC(=O)c3ccccc3O2)cc(OC)c1OC (stereo not given)	-4.7%	-2.5%	-14.4%
CC(=O)N=c1sc(S(N)(=O)=O)nn1C	-6.4%	-5.5%	-3.9%

Just DT40 TDP1 CPT, for some of the entries so far:
smiles,DT40 TDP1 CPT
COc1ccc2c(c1)CCc1c-2n[nH]c1C(=O)O,-26.1%
CCCN1CCn2c3c(c4cc(Br)ccc42)CCCC31 (stereo not given),?

(more compounds)
SMILES	DT40 TDP1 no CPT	TDP1 block	DT40 TDP1 CPT
CCc1ccc2c(c1)c(=O)c(S(=O)(=O)c1ccc(F)cc1)cn2CC(=O)Nc1ccc(C)cc1C	6.51µM*	1.3%	?
Cc1ccc2nc(NCc3ccccc3)c(C=O)c(=O)n2c1	6.3%	0.6%	-1.1%
CCNC(=O)/C(C#N)=C/c1c(N2CCCCCC2)nc2ccccn2c1=O	?	.	-15.9%
CCOC(=O)C1(Cc2ccc(OC)cc2)CCN(C(=O)CCc2cnccn2)CC1	-8.1%	.	-17.6%
CCCCOC(=O)NC1CCc2cc(OC)c(OC)c(OC)c2-c2ccc(SC)c(=O)cc21 (stereo not given)	0.0146µM*	.	0.0164µM*
CCOC(=O)N1CCC(N2Cc3cccc(C(=O)NCc4ccc5c(c4)OCO5)c3C2=O)CC1	?	50.1µM*	?
O=C(Cc1ccc(Cl)cc1)NC1CCCCCC1	0.5%	.	-12.7%
Cc1cc(-c2ccc(C)c(S(=O)(=O)NCCC(C)N3CCCCCC3)c2)on1 (stereo not given)	-19.9%	4.5%	-19.5%
CCOC(=O)c1ccc(NC(=O)CSc2nc3cc4ccccc4cc3[nH]2)cc1	18.4µM*	-1.1%	23.1µM*
O=C(NCc1ccccc1)c1cc2ccc3cccnc3c2[nH]1	?	6.3%	?
Nc1nc(-c2ccc(Cl)cc2)cn1N	-25.4%	3.1%	-26.4%
COc1cc(Cl)c([C@@H]2C[C@H]3CN(c4ccccc4)C(=O)[C@]34CCCN24)cc1OC	2.0%	0.0%	-23.5%
O=C1c2sc3nc4ccccc4n3c2C(=O)N1c1ccccc1Cl	7.31µM*	11.9%	2.59µM*
COCCCNC(=O)c1cc(C(=O)c2c(-c3c(Cl)cccc3Cl)noc2C)c[nH]1	23.1µM*	1.9%	23.1µM*
Cc1cc(NC(=O)Cn2c(=O)nc(-c3ccccc3F)c3cc(Cl)ccc32)ccc1Br	?	0.0%	-22.1%
O=C(CN1CCC(Cc2ccccc2)CC1)N1CCc2ccccc2C1	?	-5.1%	?
Cc1ccc(-c2nc3ccccc3[nH]2)cc1NC(=O)c1ccc2c(c1)OCO2	?	4.0%	?
O=C(CCC1N=C2c3ccccc3N=C(SCc3cccc(F)c3)N2C1=O)NCc1ccc(F)cc1 (stereo not given)	18.4µM*	-0.5%	?
COc1cccc(OC)c1OCCCc1c(C)n[nH]c1C	-7.1%	5.9%	-21.4%
Cc1ccc(OCC(=O)NCc2ccccn2)cc1	0.9%	3.1%	4.0%
Cc1ccc(C(=O)O/N=C(\N)c2ccccn2)cc1Cl	-22.4%	.	4.5%
COc1ccc(CNC(=O)CN2C(=O)C(c3ccccc3)Oc3cccnc32)cc1 (stereo not given)	?	.	-16.1%
CCCS(=O)(=O)N1CC(=O)N(c2ccc(C)cc2)C(C)(C(=O)NC2CCCCCC2)C1 (stereo not given)	?	3.7%	?
O=S1(=O)CC(N2CCCC2)CN1C1CCCCC1 (stereo not given)	-5.5%	.	-7.2%
Cc1ccc2c(c1)nnn2C1CCN(C(=O)NCc2ccccc2)CC1	-12.5%	6.0%	6.0%
COc1ccc(C)cc1NS(=O)(=O)c1ccc(Br)s1	-23.5%	4.7%	-20.8%
CC1CCN(C(=O)CSc2nc3c([nH]c4ccccc43)c(=O)n2-c2ccccc2)CC1	10.3%	1.1%	-9.2%
O=C1C2C3c4ccccc4C(c4ccccc43)C2C(=O)N1c1nc(-c2ccccc2)cs1 (stereo not given)	-7.9%	-1.0%	-25.4%
Cc1ccc(-c2ncns2)cc1	-6.1%	1.3%	4.4%
COC(C[C@H](O)CC(=O)COCc1ccccc1)OC	-13.3%	1.2%	-1.4%
Cc1cc2c(C)c(C)c(=O)[nH]c2cc1N	-10.2%	7.1%	?
COc1ccc(NC(=O)C2CCN(S(=O)(=O)c3c(C)noc3/C=C/c3ccc(C)cc3)CC2)cc1Cl	-22.7%	0.6%	-11.3%
CCCCOc1ccc(S(=O)(=O)n2c(C)nc3ccccc32)cc1	?	2.3%	?
CCOC(=O)CCC(=O)NNC(=O)COc1ccc(C(C)C)cc1Br	?	2.6%	-4.2%
CC(OC(=O)Cn1cnc2c1c(=O)n(C)c(=O)n2C)C(=O)NC1CCCCC1C (stereo not given)	10.2%	.	8.8%
COCCn1c(SCC(=O)Nc2cccc(OC)c2)nc2c(oc3ccccc32)c1=O	7.31µM*	-3.1%	5.8µM*

Four records drawn at random from those above:
SMILES	DT40 TDP1 no CPT	TDP1 block	DT40 TDP1 CPT
Cc1cc2c(C)c(C)c(=O)[nH]c2cc1N	-10.2%	7.1%	?
O=C1C2C3c4ccccc4C(c4ccccc43)C2C(=O)N1c1nc(-c2ccccc2)cs1 (stereo not given)	-7.9%	-1.0%	-25.4%
COCCn1c(SCC(=O)Nc2cccc(OC)c2)nc2c(oc3ccccc32)c1=O	7.31µM*	-3.1%	5.8µM*
CC(OC(=O)Cn1cnc2c1c(=O)n(C)c(=O)n2C)C(=O)NC1CCCCC1C (stereo not given)	10.2%	.	8.8%

The listing continues:
SMILES	DT40 TDP1 no CPT	TDP1 block	DT40 TDP1 CPT
Cc1c(C)n(CCN(C)C)c2ncnc(NCc3ccccc3)c12	0.0%	.	1.5%
Cc1cc(C)cc(NC(=S)N(Cc2ccc(Cl)cc2)Cc2ccc(C(=O)O)cc2)c1	-29.8%	0.0%	-27.3%
CC(=O)n1cc([C@H]2C=C(C(=O)N3CCN(Cc4ccc5c(c4)OCO5)CC3)O[C@@H](OCCCCO)C2)c2ccccc21	?	5.1%	16.4µM*
CCCCCNC(=O)c1cc(S(=O)(=O)N2CCCC2)ccc1F	-39.2%	7.9%	?
COc1cc(C(=O)N/C(=C\c2cn(S(=O)(=O)N(C)C)c3ccccc23)C(=O)N2CCCC2)cc(OC)c1OC	?	4.0%	?
CC(C)N1C(=O)CCC1C(=O)NCCc1ccc(Cl)cc1 (stereo not given)	17.6%	-1.3%	-4.2%
CC1=C(C(=O)Nc2ccc(C)cc2C)C(c2ccc(Br)cc2)n2ncc(C(=O)Nc3cccc(C)c3)c2N1 (stereo not given)	?	4.2%	-3.8%
CCN(Cc1ccccc1)C(=O)CC(=O)N(CC)Cc1ccccc1	-14.8%	14.3%	15.9%
CC1CNCCN1S(=O)(=O)c1cccc2cnccc12 (stereo not given)	14.6µM*!	6.0%	?
O=C1CSc2ccc(S(=O)(=O)NCc3ccc(Cl)cc3)cc2N1	-8.5%	1.8%	-22.2%
CCC(C(=O)N(C(C)C)C(C)C)c1ccccc1 (stereo not given)	-1.5%	0.1%	-11.5%
O=C(O)c1cc2cccc(S(=O)(=O)N3CCOCC3)c2cc1O	-5.7%	-6.9%	2.0%
CC(=O)Nc1cc(N2C(=O)CCC2=O)ccc1Cl	-13.9%	3.8%	-5.3%
Cc1nc2ccccn2c1C(=O)N/N=C/c1ccccc1Cl	-1.6%	.	3.8%
Cc1ccc(-c2noc(CCC(=O)NCCN3CCOCC3)n2)cc1	-2.1%	5.8%	14.8%
CCOC(=O)c1ccc(Oc2nc(NC)nc(SC)n2)cc1	-26.7%	-1.0%	?
COc1ccc2nc(NC(=O)CSc3nc4ccccc4o3)sc2c1	?	8.0%	?
COC(=O)c1sc(NC(=S)NC(=O)c2ccccc2F)nc1C	?	-2.6%	-17.0%
COc1ccc([N+](=O)[O-])cc1NC1CCN(C(=O)c2cccs2)CC1	-13.2%	5.3%	-22.3%
CCN1C(=O)[C@H]2[C@@H](c3ccc(-c4ccc(OC)cc4)c(OC)c3)N[C@@](CC(C)C)(C(=O)OC)[C@H]2C1=O	?	-7.8%	?

Not a retest: entries from further up.
SMILES	DT40 TDP1 no CPT	TDP1 block	DT40 TDP1 CPT
COC(=O)c1sc(NC(=S)NC(=O)c2ccccc2F)nc1C	?	-2.6%	-17.0%
COc1ccc([N+](=O)[O-])cc1NC1CCN(C(=O)c2cccs2)CC1	-13.2%	5.3%	-22.3%

Compound activity deposited in PubChem BioAssay by National Center for Advancing Translational Sciences (NCATS).
